APEX1 inh: blocks human APE1 abasic DNA cleavage; P27695; recombinant APE1, TAMRA/BHQ-2 abasic DNA cleavage fluorescence; Potency, µM (doses to about 65.8 µM), for inactives: at the highest dose activity change, negative = inhibition, usual class: inhibitors; 0.35% of 350,000 active;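 further: potency means the concentration at half of the fitted maximal effect; plate controls were vehicle for no effect and reference inhibitor for full effect; nearly all actives have a fitted effect of over 55% in size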
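0.75 nM APE1 + cpd, 15 min RT; start w/ 50 nM TAMRA/BHQ-2 THF-abasic dsDNA; kinetic fluor 525/598 nm ×3 reads @60 s; Δ(read3−read1); normalized to DMSO and NSC13755 control wells.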
BLM inh: inhibitors of human Bloom syndrome helicase BLM; P54132; recombinant BLM DNA unwinding, fluorescence dequenching; Potency, µM (top dose mostly 56.1 µM), for inactives: at the highest dose activity change, negative = inhibition, hits mostly inhibitors; 0.2% of 350,000 active; AID 2528;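 further: potency means the concentration at half of the fitted maximal effect; plate controls were vehicle for no effect and no enzyme for full effect; nearly all actives have a fitted effect of over 35% in size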
POLH inh: blocks human DNA polymerase eta activity; AID 588591; 1.2% of 390,000 active; recombinant Pol eta, fluorescent DNA replication assay; Q9Y253; Potency, µM (titrated, usually from 114 µM), inactives show at the top dose activity change, negative = inhibition, most hits filed as inhibitors; further: potency means the concentration at half of the fitted maximal effect; on the % scale 0 is the no-effect control and ±100 the full control effect
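Fluorescent replication assay: 50 nM final substrate added after a 15 min room-temperature compound preincubation with 10 nM enzyme. Signal taken at 0 min and again at 10 min.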
Pol iota inh: DNA polymerase iota (human) inhibition | 1% of 390,000 active | Pol iota fluorescent replication assay, 10 min | Potency, µM (top dose mostly 115 µM), for the others: at the highest dose activity, negative = inhibition, actives largely listed as inhibitors; further: potency means the concentration at half of the fitted maximal effect
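Fluorescent replication assay read twice, at 0 min and 10 min after adding 50 nM (final) substrate. Enzyme (10 nM) and compounds were first incubated 15 min at room temperature; enzyme-free buffer wells were negative controls.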
Pol beta inh: inhibitors of human DNA polymerase beta | Pol beta primer extension/strand displacement, fluorescence kinetic | Potency, µM (highest dose often 114 µM), without a hit: at the top dose activity change, negative = inhibition, usual class: inhibitors | P06746 | 1.3% of 340,000 active; further: potency means the concentration at half of the fitted maximal effect; on the % scale 0 is the no-effect control and ±100 the full control effect
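Homogeneous kinetic assay of primer extension and strand displacement by 10 nM Pol beta, preincubated 15 min at room temperature with compound before 50 nM substrate (final) was added. Read at 0 and 10 min; four-parameter Hill fit.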
POLK inh: inhibitors of human DNA polymerase kappa. Q9UBT6. purified Pol kappa, fluorescent DNA synthesis assay, 10 min. Potency, µM (series often up to 107 µM), for inactives: at the highest dose activity, negative = inhibition, actives largely listed as inhibitors. 0.53% of 400,000 active; further: potency means the concentration at half of the fitted maximal effect; on the % scale 0 is the no-effect control and ±100 the full control effect
Target sequence (Q9UBT6 whole entry, looked up): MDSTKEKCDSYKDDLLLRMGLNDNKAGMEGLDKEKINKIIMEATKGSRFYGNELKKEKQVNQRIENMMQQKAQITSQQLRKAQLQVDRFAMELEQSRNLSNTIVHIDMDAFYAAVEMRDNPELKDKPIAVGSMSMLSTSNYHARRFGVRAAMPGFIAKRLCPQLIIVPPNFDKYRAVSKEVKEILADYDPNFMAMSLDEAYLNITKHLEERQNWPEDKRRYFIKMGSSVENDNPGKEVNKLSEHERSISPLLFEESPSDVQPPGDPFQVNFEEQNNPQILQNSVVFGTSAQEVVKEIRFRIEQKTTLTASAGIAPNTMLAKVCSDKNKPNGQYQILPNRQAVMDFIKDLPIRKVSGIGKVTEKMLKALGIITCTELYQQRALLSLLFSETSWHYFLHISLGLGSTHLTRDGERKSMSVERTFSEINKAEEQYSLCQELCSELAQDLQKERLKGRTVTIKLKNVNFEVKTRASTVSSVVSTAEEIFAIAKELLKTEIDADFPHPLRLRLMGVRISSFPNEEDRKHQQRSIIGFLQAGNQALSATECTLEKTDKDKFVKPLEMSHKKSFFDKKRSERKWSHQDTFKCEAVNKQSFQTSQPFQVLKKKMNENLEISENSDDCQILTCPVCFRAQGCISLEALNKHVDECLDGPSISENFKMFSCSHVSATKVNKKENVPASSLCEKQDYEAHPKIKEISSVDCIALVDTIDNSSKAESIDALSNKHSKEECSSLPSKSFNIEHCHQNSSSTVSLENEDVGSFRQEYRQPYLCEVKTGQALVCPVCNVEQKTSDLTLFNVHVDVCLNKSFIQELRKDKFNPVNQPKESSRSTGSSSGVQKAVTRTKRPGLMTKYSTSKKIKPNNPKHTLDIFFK
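Readout: fluorescence, taken kinetically at 0 and 10 min. Conditions: 10 nM Pol kappa, 15 min RT compound preincubation, 50 nM substrate final. Controls: enzyme-free buffer wells.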
Anesthetic bind: candidate novel general anesthetic via apoferritin binding; P02791; apoferritin/1-aminoanthracene competitive binding, fluorescence; Potency, µM (highest dose often 77.5 µM), for inactives: at the highest dose activity change, negative = displacement, usual class: inhibitors; 0.074% of 350,000 active; AID 485281; further: potency means the concentration at half of the fitted maximal effect; on the % scale 0 is the no-effect control and ±100 the full control effect; nearly all actives have a fitted effect of over 20% in size
Target sequence (P02791 2-175 limits assumed): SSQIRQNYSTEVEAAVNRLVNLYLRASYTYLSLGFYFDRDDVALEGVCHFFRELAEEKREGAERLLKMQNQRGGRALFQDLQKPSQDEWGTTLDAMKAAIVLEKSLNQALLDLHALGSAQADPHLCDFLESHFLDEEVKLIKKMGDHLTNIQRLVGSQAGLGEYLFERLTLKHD
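Probe: 1-aminoanthracene (50% saturated, PBS). Protein: horse-spleen apoferritin, 10 uM. Incubation: 10 min, room temperature. Detection: 380 nm excitation, 535 nm emission. Analysis: normalized response, four-parameter Hill.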
GRP78 ERSR act: inducers of ER stress response in human glioma cells; AID 602332; 0.02% of 420,000 active; Potency, µM, for inactives: at the highest dose activation, actives largely listed as activators; U87-MG GRP78 promoter luciferase reporter, 16 h; further: potency means the concentration at half of the fitted maximal effect; series mostly up to about 76 µM; % of control where 0% means no effect; nearly all actives have a fitted effect of over 35% in size
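Stably transfected U87-MG glioma cells carrying a GRP78-based luciferase sensor; 16 h compound incubation. Luminescence end-point read 10 min after Bright-Glo addition at room temperature.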
LDHA block: blocks human lactate dehydrogenase A | P00338 | AID 1347041 | purified LDHA, NADH/diaphorase-resazurin fluorescence; stronger effect = lower value | activity change, % (values are at about 110 or 230 µM) | 0.15% of 480,000 active; in the data active means activity change below about -30%; inconclusive means mostly about -25% to -30%;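 further: plate controls were DMSO wells for no effect and wells without enzyme for full effect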
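Resorufin fluorescence (ex540/em590), read at 0 and 20 min after diaphorase/resazurin addition, reports the NADH left after a 5 min room-temperature reaction of 2 nM human LDH5 with 0.06 mM NADH and 0.2 mM pyruvate.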
* = called active by the depositor; ? = inconclusive; nt = not tested or not shown; [ ] = dose if it differs, or a comment. Unless noted, the call rests on the fitted dose curve; in most records, active means well fitted curve in the direction sought with a large enough effect; inconclusive means small, poorly fitted or top-dose-only effect, or another doubt; inactive means no such curve, though single readings can be large; an effect the other way counts as inactive or inconclusive. Some of the compounds tested. The share of hits here may be higher or lower than overall.

SMILES	APEX1 inh	BLM inh	POLH inh	Pol iota inh	Pol beta inh	POLK inh	Anesthetic bind	GRP78 ERSR act	LDHA block
CCOC(=O)C1(Cc2cccc(F)c2)CCN(Cc2c(C)nn(CC)c2C)CC1	-2%	3%	-9%	4%	-5%	-2%	-8%	-4%	-1
Cc1ccc(Cl)c(NC(=O)CCl)c1Cl	0%	-1%	-17%	1%	10%	7%	-7%	2%	-4
COC(=O)CC(c1ccc(OC)c(OC)c1)c1ccc(OC)c(OC)c1	19%	-9%	-16%	13%	6%	18%	-3%	-2%	-2
CCC(C)(C)NC(=O)C(c1cccn1C)N(C(=O)Cn1nnc2ccccc21)c1ccc(OC)cc1OC (stereo unspecified)	-2%	-5%	-6%	-8%	-10%	4%	?	-1%	5
CCN(CC)c1ccc(S(=O)(=O)N2CCOCC2)cc1NC(=O)Nc1ccccc1	13%	nt	-23%	75%[activator]	nt	-8%	nt	-1%	-6
O=C(NCCCn1ccnc1)c1cc(-c2cccs2)on1	19%	3%	-10%	22%	25%	-6%	-11%	?	1
CC(C)CC(CSc1ccc(Br)cc1)N1CCN(C)CCC1=O (stereo unspecified)	1%	-2%	nt	31%[activator]	nt	13%	-6%	0%	nt
COCCn1c(C)cc2c(c1=O)C(c1ccco1)C(C#N)=C(N)O2 (stereo unspecified)	-8%	-3%	-3%	-8%	6%	-6%	45%[activator]	-4%	2
CCOC(=O)C1=CNS(=O)(=O)NC1c1ccc(C[C@H](NC(=O)CNC(=O)CCc2ccccc2)C(N)=O)cc1 (stereo partly specified)	1%	nt	-1%	?	nt	-9%	nt	-1%	-11
Cn1cc(CN2CCC(C(=O)Nc3cccc(-c4cccc(F)c4)c3)CC2)cn1	13%	2%	0%	42%[activator]	5%	4%	-13%	-8%	-2
CC(C)=CCC/C(C)=C/CNC(=O)C[C@H]1C[C@H](C(=O)N2CCCCC2)[C@@]2(CCc3ccccc3)c3[nH]c4cc(-c5ccco5)ccc4c3CCN2C1=O	3%	nt	-23%	?	nt	4%	nt	2%	-1
COC(=O)c1nnn(-c2nonc2N)c1CSCCO	-1%	0%	-1%	1%	?	1%	-3%	-2%	-4
CC1(OC(=O)C2CCCC2)C(=O)C=C2C=C3CCCCN3C=C2C1=O (stereo unspecified)	-3%[12.4 µM]	-8%[12.4 µM]	?	?	13%	?	-18%	-3%	13
CCOC(=O)CSc1nnc(-c2ccc(S(=O)(=O)N3CCOCC3)cc2)n1-c1ccccc1	-7%	-4%	1%	-3%	?	-2%	-3%	-3%	-4
CCOC(=O)N1CCN(S(=O)(=O)c2ccc(C(=O)N(CCCN(C)C)c3nc4ccc(OC)cc4s3)cc2)CC1	33%	-5%	7%	-14%	0%	-2%	-23%	0%	-1
CSc1ncc(C(=O)NCc2ccccc2)c(-c2ccccc2)n1	nt	0%	-14%	?	-2%	?	12%	-4%	-4
CCN1/C(=C/C=C/c2oc3ccc4ccccc4c3[n+]2CC)Oc2ccc3ccccc3c21	25µM*	-29%	32µM*	79µM*	6.3µM*	45µM*	?	-3%	10
CN(C)C(=O)CSc1nnc(Cc2ccc3c(c2)OCO3)o1	1%	4%	-11%	?	-10%	-19%	-7%	2%	-1
CCOC(=O)C(C)/C(C)=N/NC(=O)CCC(=O)Nc1cc(C)ccc1C (stereo unspecified)	1%	-3%	-4%	77%[activator]	2%	3%	?	-2%	-6
CCCCN(CCCNC(=O)c1cc(Nc2ccc(OC)c(OC)c2)nc2ccccc12)Cc1ccccc1	nt	-15%	-32%	16%	-13%	-10%	-8%	-1%	6
CN(C)c1ccc(NC(=O)CN2C(=O)CC(c3ccccc3)=Nc3ccccc32)cc1	0%	-3%	2%	17%	14%	-2%	-8%	-6%	-5
CN(CCO)c1cnccn1	-2%	-1%	-11%	82%[activator]	?	4%	1%	-7%	-6
CCCCn1c(CNC(=O)c2ccc(OC)cc2)nnc1SCC(=O)Nc1ccc(OC)cc1	nt	1%	-10%	-2%	0%	-15%	-1%	-4%	4
CC1CC(C)CN(CCCNC(=O)c2cc3c(s2)-c2ccccc2OC3)C1 (stereo unspecified)	-5%	7%	-5%	31%[activator]	-3%	-1%	128%[activator]	-2%	-1
C[C@@H](NC(=O)c1nc[nH]c1C(=O)N[C@@H](CCCCNC(=O)OC(C)(C)C)C(=O)OC(C)(C)C)c1ccccc1	-7%	-2%	-16%	-5%	?	-13%	?	-5%	3

Complete entries from above. Order of values: APEX1 inh, BLM inh, POLH inh, Pol iota inh, Pol beta inh, POLK inh, Anesthetic bind, GRP78 ERSR act, LDHA block
C[C@@H](NC(=O)c1nc[nH]c1C(=O)N[C@@H](CCCCNC(=O)OC(C)(C)C)C(=O)OC(C)(C)C)c1ccccc1 is entered as -7%, -2%, -16%, -5%, ?, -13%, ?, -5%, 3
CCOC(=O)C1=CNS(=O)(=O)NC1c1ccc(C[C@H](NC(=O)CNC(=O)CCc2ccccc2)C(N)=O)cc1 (stereo partly specified) is entered as 1%, nt, -1%, ?, nt, -9%, nt, -1%, -11

New compounds follow
SMILES	APEX1 inh	BLM inh	POLH inh	Pol iota inh	Pol beta inh	POLK inh	Anesthetic bind	GRP78 ERSR act	LDHA block
ClCc1cc2ccccc2nc1Cl	28%	0%	-1%	47%[activator]	14%	-7%	2%	-4%	-7
CN(CP(=O)(O)CN(C)S(C)(=O)=O)S(C)(=O)=O	-3%	-3%	4%	-5%	3%	-15%	-7%	-2%	1
c1ccc(COc2ccc(CNCc3cccs3)cc2)cc1	-1%	-3%	-12%	?	-3%	-12%	?	3%	8
CCOC(=O)CC1COCCN1C(=O)CCc1nnc(-c2ccsc2)o1 (stereo unspecified)	-5%	0%	-12%	44%[activator]	8%	-3%	-3%	7%	-2
O=C(CN1CCSCC1)N/N=C/c1ccc(F)cc1	-1%	-3%	-11%	1%	3%	-1%	-6%	-4%	?
Cc1ccc(S(=O)(=O)c2nc(S(=O)(=O)c3ccccc3)sc2NCCCOC(C)C)cc1	nt	-2%	-10%	20%	-1%	0%	-19%	0%	-1
Cc1cc2c(c(=O)o1)C1O[C@](CCCCN3C(=O)c4ccccc4C3=O)(Cc3cc(C#N)ccc31)O2	-4%[12.4 µM]	-5%[12.4 µM]	nt	nt	2%[22.9 µM]	nt	-13%[15.3 µM]	nt	nt
CCCn1c(N)c(C(=O)CSc2n[nH]c(-c3ccc(C)cc3)n2)c(=O)[nH]c1=O	-2%	nt	-9%	2%	nt	-10%	nt	-4%	-6
CCN(Cc1cn2cccnc2n1)C1CCCCC1	3%	-6%	-19%	52%[activator]	0%	3%	0%	-4%	-1
CCCc1cc2c(cc1NC(=O)c1ccccc1F)OCO2	0%	-3%	-23%	138%[activator]	-2%	-5%	-10%	-3%	-4
CC1CCN(C(=O)c2cc(S(=O)(=O)N3CCOCC3)ccc2N2CCCC2)CC1	-2%	nt	-4%	-20%	nt	0%	nt	-3%	-7
CCn1c(SCC(=O)O)nnc1-c1ccc(S(=O)(=O)N2CCCC2)cc1	18%	-4%	6%	10%	37%	-7%	-5%	1%	-3
CCc1ccc(-n2nc(C)c3c(C)cc(=O)n(CC(=O)N4CCCc5ccccc54)c32)cc1	nt	-1%	5%	1%	22%	1%	4%	-1%	-2
Cc1noc(NS(=O)(=O)c2ccc(NC(=O)CSc3nnc(-c4ccccc4)n3C3CCCCC3)cc2)c1C	-2%	-3%	-2%	-19%	2%	-1%	-21%	2%	-3
CCC1SC2=NC(C)=C(C(=O)OCC(C)C)C(/C=C/c3ccccc3OC)N2C1=O (stereo unspecified)	10%	-8%	-15%	6%	0%	-18%	?	-6%	5
Cc1ccc(Cn2c(=O)n(Cc3ccco3)c(=O)c3oc4ccccc4c32)cc1	nt	-3%	-14%	5%	1%	12%	49%[activator]	-5%	1
COc1ccc(S(=O)(=O)N(C)C[C@H]2Oc3ccc(NC(=O)Cc4ccccc4)cc3C(=O)N([C@H](C)CO)C[C@@H]2C)cc1	9%	nt	-16%	18%	nt	-5%	nt	-2%	6
O=C(COC(=O)[C@@H]1CCCN1S(=O)(=O)c1ccc(Cl)cc1)NC1CCS(=O)(=O)C1 (stereo partly specified)	-3%	nt	3%	30%	nt	-12%	nt	1%	-5
FC(F)(F)c1cc(-c2ccccc2)nc2ncnn12	14%	4%	3%	20%	?	-1%	-8%	-4%	-18
COC(=O)c1c(C(=O)OC)c(-c2cccc(F)c2)n2c1CS(=O)C2 (stereo unspecified)	-15%	-5%	-15%	60%[activator]	27%	-3%	4%	-3%	-11
O=C(NNC(=O)c1ccccc1-n1cccc1)c1ccc(F)cc1	3%	-7%	-5%	18%	4%	0%	-3%	-2%	-7
Cc1ccc(S(=O)(=O)N2CCCCC2)cc1NC(=O)COC(=O)c1cc[n+]([O-])cc1	1%	-11%	-9%	-8%	-1%	-1%	?	-3%	-1
CCc1ccc(-n2nc(C)c3c(C(=O)Nc4ccc(Cl)cc4)cc(C)nc32)cc1	nt	1%	-3%	8%	38%	6%	-15%	-1%	1
Cc1ccc(NC(=O)CCSc2nnc(C)s2)cc1	9%	-11%	-15%	-2%	0%	-4%	-1%	-4%	-8
COc1ccc(-c2nc(CN3CCCC(C(=O)NC4CCCC4)C3)c(C)o2)cc1 (stereo unspecified)	6%	-2%	-6%	28%	8%	0%	-16%	-1%	-2
CCOC(=O)c1c(C)[nH]c(C(=O)CN2C(=O)NC(C)(CC(C)C)C2=O)c1C (stereo unspecified)	-9%	-5%	-14%	4%	-25%	-13%	-23%	-1%	-8
COc1ccc(CCNc2ccc(C(CC(N)=O)NC(=O)c3ccccc3)cc2[N+](=O)[O-])cc1 (stereo unspecified)	-4%	1%	-15%	32%[activator]	25%	-5%	-4%	-4%	2

Among those listed so far, 2 contain a cyano group:
SMILES	APEX1 inh	BLM inh	POLH inh	Pol iota inh	Pol beta inh	POLK inh	Anesthetic bind	GRP78 ERSR act	LDHA block
COCCn1c(C)cc2c(c1=O)C(c1ccco1)C(C#N)=C(N)O2 (stereo unspecified)	-8%	-3%	-3%	-8%	6%	-6%	45%[activator]	-4%	2
Cc1cc2c(c(=O)o1)C1O[C@](CCCCN3C(=O)c4ccccc4C3=O)(Cc3cc(C#N)ccc31)O2	-4%[12.4 µM]	-5%[12.4 µM]	nt	nt	2%[22.9 µM]	nt	-13%[15.3 µM]	nt	nt

Compound activity from PubChem BioAssay.
